Bioassay records deposited in PubChem BioAssay by National Center for Advancing Translational Sciences (NCATS).
LmPK inh = inhibitors of Leishmania mexicana pyruvate kinase; Q27686; purified LmPK, Kinase-Glo ATP luminescence, 1 h; Potency, µM (highest dose often 57.5 µM), without a hit: at the highest dose activity change, negative = inhibition, hits mostly inhibitors; 290,000 compounds, 0.37% hits; AID 1721; also: potency is read from the fitted curve at half-maximal effect; % is scaled to controls: 0 for no effect and ±100 for the full control effect
Target sequence (Q27686 whole entry, looked up): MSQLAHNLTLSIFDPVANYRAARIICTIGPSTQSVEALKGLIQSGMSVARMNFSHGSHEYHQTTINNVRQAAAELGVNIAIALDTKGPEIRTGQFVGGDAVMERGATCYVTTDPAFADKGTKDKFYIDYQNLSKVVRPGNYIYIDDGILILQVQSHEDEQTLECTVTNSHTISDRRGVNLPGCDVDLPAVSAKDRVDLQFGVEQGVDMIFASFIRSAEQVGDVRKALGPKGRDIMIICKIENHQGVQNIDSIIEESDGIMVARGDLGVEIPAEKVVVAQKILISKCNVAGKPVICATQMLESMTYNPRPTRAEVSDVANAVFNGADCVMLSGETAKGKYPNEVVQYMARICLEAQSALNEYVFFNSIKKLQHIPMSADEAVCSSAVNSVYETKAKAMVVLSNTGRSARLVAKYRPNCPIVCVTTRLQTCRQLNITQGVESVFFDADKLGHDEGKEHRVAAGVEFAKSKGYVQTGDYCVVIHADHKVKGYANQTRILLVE
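Pyruvate kinase activity monitored as ATP production (luciferase luminescence). Conditions: 0.1 nM enzyme, 0.5 mM PEP, 0.1 mM ADP, 1 h, RT; normalized against uninhibited and no-enzyme wells.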
Pf growth 96h = inhibits malaria parasite growth, 96 h | AID 504834 | P. falciparum luciferase reporter growth, 96 h | 320,000 compounds, 6.9% hits | Potency, µM (titrated, usually from 28.7 µM), inactives show at the top dose activity change, negative = inhibition, actives largely listed as inhibitors; also: potency is read from the fitted curve at half-maximal effect; % is scaled to controls: 0 for no effect and ±100 for the full control effect
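Two-generation exposure (96 h) targets delayed-death phenotype. Reporter parasites carrying integrated firefly luciferase, in red cells at 2% hematocrit and 0.05% parasitemia final, kept at 37 C, 5% CO2; luminescence loss indicates inhibition.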
Shiga inhibitor = inhibitors of Shiga toxin in Vero cells; Vero cells, Shiga toxin protein synthesis inhibition reporter; inhibition, % at 38.7 µM; 290,000 compounds, 9.2% hits; AID 2315; in the data active = inhibition mostly above about 28%, no sharp cut-off; inactive = mostly below about 43%; also: 0% is about no effect
CHX counter = counter-screen for Shiga toxin inhibitors: cycloheximide protein synthesis inhibition; cell reporter, cycloheximide protein synthesis inhibition counterscreen; max response, %; 300,000 compounds, 12% hits; AID 2314; in the data active = max response mostly above about 13%, no sharp cut-off; inactive = mostly below about 14%; also: read at 38.3 µM for the half of the compounds with a filed dose; 0% is about no effect
Pf growth 48h = P. falciparum growth inhibition at 48 hours (one generation) | 310,000 compounds, 5.9% hits | Potency, µM (top dose mostly 28.7 µM), inactives show top-dose activity change, negative = inhibition, actives largely listed as inhibitors | AID 504832 | P. falciparum luciferase growth in erythrocytes, 48 h; also: potency is read from the fitted curve at half-maximal effect; % is scaled to controls: 0 for no effect and ±100 for the full control effect
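Here the parasites carry a stable luciferase gene and grow inside erythrocytes in Albumax-based RPMI medium with compound for one erythrocytic cycle. Activity is scored as loss of luminescent signal.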
TbPYK inhibitor = inhibitors of Trypanosoma brucei pyruvate kinase. TbPYK enzyme, Kinase-Glo Plus ATP luminescence, 45 min. AID 624173. 410,000 compounds, 0.12% hits. Potency, µM (highest dose often 76.8 µM), for inactives: at the highest dose activity, negative = inhibition, usual class: inhibitors. Q57TT1; also: potency is read from the fitted curve at half-maximal effect; % is scaled to controls: 0 for no effect and ±100 for the full control effect; nearly all actives have a fitted effect of over 50% in size
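Luminescence from Kinase-Glo Plus, added after a 45-minute room-temperature reaction, served as the end-point read-out. The enzyme and substrate were preincubated with compound before ADP (130 uM final) initiated turnover. Concentration-effect curves came from normalized qHTS data.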
AmpC no deterg = inhibitors of E. coli AmpC beta-lactamase without detergent | P00811 | AmpC nitrocefin hydrolysis, absorbance 480 nm, 0.0001% Triton | Potency, µM (highest dose often 57.1 µM), for inactives: at the top dose activity change, negative = inhibition, hits mostly inhibitors | 330,000 compounds, 0.52% hits;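 also: potency is read from the fitted curve at half-maximal effect; plate controls were no compound for no effect and no enzyme for full effect; nearly all actives have a fitted effect of over 20% in size; some results filed as inactive show a strong effect at the top dose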
Target sequence (P00811 whole entry, looked up): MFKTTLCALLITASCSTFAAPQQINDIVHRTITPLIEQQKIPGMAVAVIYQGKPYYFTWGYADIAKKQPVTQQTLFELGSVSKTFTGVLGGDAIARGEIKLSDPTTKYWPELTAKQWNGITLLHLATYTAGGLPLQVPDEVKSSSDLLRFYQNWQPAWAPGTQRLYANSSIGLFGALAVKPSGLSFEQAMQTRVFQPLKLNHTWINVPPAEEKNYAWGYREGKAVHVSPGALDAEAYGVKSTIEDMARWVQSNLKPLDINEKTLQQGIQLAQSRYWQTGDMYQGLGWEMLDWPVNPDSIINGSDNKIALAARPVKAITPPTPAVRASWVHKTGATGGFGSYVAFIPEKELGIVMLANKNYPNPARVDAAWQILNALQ
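20 mM phosphate pH 7.0 + 0.01% (detergent screen) or 0.0001% Triton X-100; 5.3 nM AmpC reagent; cpd preinc 15 min RT; nitrocefin (800 uM stock) to start; A480 q20 s × 4 min; Activity was normalised to no-enzyme and no-compound control wells.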
* hit, by the source's call; ? = inconclusive; . = no result given; [ ] = remark or other dose. Unless noted, calls follow the shape of the dose curve; as a rule, active = well fitted curve in the direction sought with a large enough effect; inconclusive = small, poorly fitted or top-dose-only effect, or another doubt; inactive = no such curve, though single readings can be large; an effect the other way counts as inactive or inconclusive.

SMILES	LmPK inh	Pf growth 96h	Shiga inhibitor	CHX counter	Pf growth 48h	TbPYK inhibitor	AmpC no deterg
Cc1ccnc(NC(=O)CCC(=O)N(Cc2ccco2)C(C(=O)NC(C)C)c2ccc(F)cc2)c1 (stereo not given)	-5%	?	-5	7	-23%	-14%	34%
COc1ccccc1N1CC(C(=O)Nc2ccc(S(=O)(=O)N3CCOCC3)cc2)CC1=O (stereo not given)	3%	?	11	5	.	1%	18%
CCOc1ccc(C2/C(=C(\O)c3ccc4c(c3)OCCO4)C(=O)C(=O)N2Cc2cccnc2)cc1OCC (stereo not given)	1%	?	-2	7	?	3%	-2%
Cc1onc(-c2ccccc2)c1C(=O)Nc1ccc(Cl)c(S(=O)(=O)N2CCOCC2)c1	.	?	.	.	?	5%	-11%
Cc1c(Cl)ccc2c(C(=O)NCCN3CCCCC3)cc(-c3ccccn3)nc12	0%	?	-15	7	?	0%	157%[activator]
O=C1Nc2ccc(Br)cc2C(c2ccccc2Cl)=NC1O (stereo not given)	-3%	2%	-12	-2	?	-8%	-18%
COc1cccc(CNC(=O)Cn2c(=O)n(CCC(=O)N3CCCCC3)c(=O)c3sccc32)c1	2%	0%	5	-10	-1%	4%	5%
COc1ccc(-c2c(NC(=O)c3ccco3)oc3c(C)cccc3c2=O)cc1	11%	-15%	-3	9	-17%	2%	-12%
O=S(=O)(c1ccc(Cl)cc1)N1CCN(c2nc(-c3cccs3)nc3ccccc23)CC1	0%	1.5µM*	14	-3	3.7µM*	-3%	-34%
Cc1ccc(NC(=O)c2nn(C34CC5CC(CC(C5)C3)C4)cc2[N+](=O)[O-])cc1	8%	1.5µM*	62	18	?	1%	-6%
CN(C)C=NC(=O)c1ccc(N2CCN(c3ncc(C(F)(F)F)cc3Cl)CC2)cc1	1%	4%	-6	8	19%	-9%	.
CC(=O)c1ccc(N2CCN(S(=O)(=O)c3ccccc3)CC2)c(F)c1	7%	?	-4	-2	17%	-1%	-6%
Cc1cc(C)n(CC(O)Cn2c3ccccc3c3ccccc32)n1 (stereo not given)	2%	.	-11	-3	10µM*	0%	72%[activator]
CC(C)NC(=O)CN1CCN(C(=O)CCl)CC1	-3%	?	-12	-3	-19%	1%	-25%
CC12CCC(C/C1=N\OC(=O)c1c(F)cccc1F)C2(C)C (stereo not given)	1%	?	16	15	-2%	3%	-9%
CCOC(=O)C1C(c2ccc(O)c(OCC)c2)NC(=S)NC1(O)C(F)(F)F (stereo not given)	-2%	4%	11	-4	16%	-10%	-10%
CSc1nc(-c2ccccc2)[nH]c(=S)c1C(C)=O	0%	9.3µM*	-14	-3	.	-6%	-21%
Cc1cc(C(=O)Nc2ccccc2[N+](=O)[O-])cs1	-1%	58%[activator]	-2	9	-6%	-13%	59%
Cc1cc(NC(=O)c2cc(S(=O)(=O)N3CCCCC3)ccc2C)n(-c2ccccn2)n1	-2%	?	-12	-1	5%	-4%	-13%
COc1ccc(CN(C#N)c2nc(SC)nc(N(C)C)n2)cc1	0%	.	-12	-7	-21%	0%	1%
O=C(NCCc1ccccc1)c1ccccc1Cl	-11%	-24%	6	13*	100%[activator]	-23%	0%
COC(=O)c1ccc(CN2CCc3ccc(NC(=O)c4ccncc4)cc3C2)cc1	-2%	-1%	16	6	?	7%	61%[activator]
CCOC(=O)N1CCC(N2Cc3cccc(C(=O)N4CCN(C5CCCCC5)CC4)c3C2=O)CC1	5%	?	32	-9	.	2%	13%
Cc1ccccc1OCC(=O)NCCC1=CCCCC1	-4%	?	14	20	-7%	0%	14%
Cc1n[nH]c(=S)n(/N=C/c2ccccn2)c1=O	-2%	?	80	13	-7%	-13%	-17%
NCCCC[C@H]1CN=C(N)N1CCC12CC3CC(CC(C3)C1)C2	-2%	3.7µM*	21	-1	9.3µM*	-3%	-17%
CSc1nc2ccc(NS(=O)(=O)c3ccc(Br)s3)cc2s1	5%	43%[activator]	-3	-3	48%[activator]	4%	-43%
Cc1ccc(N(CC(O)CN2C(=O)NC(C)(C)C2=O)S(=O)(=O)c2ccc(C)cc2)cc1 (stereo not given)	4%	-6%	-5	-1	22%	-8%	70%[activator]
Cc1ccc(/C=N/NC(=O)C(C)Oc2cccc3ccccc23)o1 (stereo not given)	2%	55%[activator]	-9	12	-10%	-4%	-40%
CCC/C(O)=C1\C(=O)CC(C)(C)CC1=Nc1ccccc1O	2%	-19%	3	-2	?	-24%	-27%

Shown as comma-separated lines: part of the list above
Structure,LmPK inh,Pf growth 96h,Shiga inhibitor,CHX counter,Pf growth 48h,TbPYK inhibitor,AmpC no deterg
Cc1cc(NC(=O)c2cc(S(=O)(=O)N3CCCCC3)ccc2C)n(-c2ccccn2)n1,-2%,?,-12,-1,5%,-4%,-13%
COc1ccc(CN(C#N)c2nc(SC)nc(N(C)C)n2)cc1,0%,.,-12,-7,-21%,0%,1%
O=C(NCCc1ccccc1)c1ccccc1Cl,-11%,-24%,6,13*,100%[activator],-23%,0%
COC(=O)c1ccc(CN2CCc3ccc(NC(=O)c4ccncc4)cc3C2)cc1,-2%,-1%,16,6,?,7%,61%[activator]
CCOC(=O)N1CCC(N2Cc3cccc(C(=O)N4CCN(C5CCCCC5)CC4)c3C2=O)CC1,5%,?,32,-9,.,2%,13%

The list goes on:
SMILES	LmPK inh	Pf growth 96h	Shiga inhibitor	CHX counter	Pf growth 48h	TbPYK inhibitor	AmpC no deterg
CC(C)NP(=O)(NC(C)C)OP(=O)(NC(C)C)NC(C)C	.	16%	.	.	2%	-7%	1%
CC(=O)NCC(=O)N(Cc1ccco1)C1(C(=O)NC2CCCC2)CCCCC1	2%	?	-12	-1	1%	-1%	-12%
Cc1[nH]n(-c2ccc(Br)cc2)c(=O)c1C=Nc1ccc(S(=O)(=O)Nc2nccs2)cc1	-28%	42%[activator]	-6	8	12%	-6%	-6%
O=C(OCCN1C(=O)c2ccccc2C1=O)Oc1ccccc1	-8%	-2%	-2	-5	10%	-10%	-19%
Cc1cc2nnc(SCC(=O)N3CCCCCC3)n2c(N)n1	-5%	-1%	16	-5	61%[activator]	-1%	-1%
Cc1ccc(OCC(=O)NNC(=S)NC(=O)C2CCCCC2)c(C)c1	-6%	?	-8	-2	1%	-24%	-14%
Cc1ccc(NC(=O)CSc2n[nH]c(=O)n2C2CC2)cc1S(=O)(=O)N1CCOCC1	0%	-1%	-3	-1	-11%	7%	-20%
CCOC(=O)c1ccc(N=c2sc(C(=O)OC)cc(=O)n2Cc2ccco2)cc1	2%	?	-6	-3	?	-1%	-7%
COC(=O)c1sc2[nH]c(=S)n(N)c(=O)c2c1C	3%	?	37	7	34%[activator]	-10%	-32%
COc1ccc(-n2c(Cc3cc(=O)[nH]c(=O)[nH]3)nnc2SCC(=O)Nc2cc(C(F)(F)F)ccc2Cl)cc1	-2%[11.5 µM]	?	12	-5	-6%	-13%	78%[activator]
Cc1ccc(S(=O)(=O)N2CCOCC2)cc1C(=O)Nc1ccccc1F	-3%	-8%	-2	1	8%	-2%	-17%
COc1ccc(-c2nn(-c3ccccc3)cc2/C=N/Nc2ccc(Cl)c(C(=O)O)c2)cc1OC	8%	-1%	72*	19*	?	-4%	5%
Cc1ccccc1NC(=S)N(Cc1cccnc1)Cc1ccco1	-1%	1.9µM*	-7	-2	?	4%	-4%
COc1ccc(-c2cc(C(=O)N/N=C/c3sccc3C)c3ccccc3n2)c(OC)c1	1%	12µM*	-6	5	.	4%	27%
O=C(NCC(c1ccco1)N1CCCC1)c1ccccc1F (stereo not given)	0%	.	-8	6	4%	-19%	-13%
Nn1c(SCC(=O)NCC2CCCO2)nnc1-c1cc(Cl)ccc1Cl (stereo not given)	.	25%	.	.	-17%	1%	-4%
COc1ccc(/C=N/n2cnnc2)cc1COc1ccccn1	-4%	2.1µM*	13	-2	-3%	2%	?
O=C(NC(=S)N1CCc2ccccc21)c1ccccc1	-6%	?	-13	1	?	-21%	-9%
COC(=O)c1c(C(=O)OC)c(-c2cccc(Cl)c2)n2c1CS(=O)(=O)C2	4%	-19%	-16	7	0%	-1%	-5%
CCCCSc1nnc(-c2cc(Br)ccc2N)c(=O)[nH]1	-4%	137%[activator]	6	1	6%	-7%	-11%
COc1ccc(N(C(=O)c2ccco2)C(C(=O)NC2CCCC2)c2ccncc2)cc1 (stereo not given)	-1%	10%	-10	1	5%	-2%	4%
O=C(OCc1nnc(-c2ccccc2)o1)c1ccc2c(c1)OCO2	-4%	?	23	15	15%	4%	-11%
Cc1cc(C)n2[nH]c(=O)c(N=Nc3cccc(Cl)c3)c2n1	-4%	14%	-6	-3	?	-3%	.
Cc1c(C)c2ccc(O[C@@H]3O[C@H](CO)[C@H](O)[C@H](O)[C@H]3O)cc2oc1=O	4%	28%	-14	8	19%	0%	0%
CCOc1cc(/C=N/NC(=O)CN2CCCCC2)ccc1OCc1ccccc1	-1%	36%[activator]	-4	-2	40%[activator]	2%	39%
CC1(C)Cc2cccc(Oc3ccc(S(=O)(=O)N4CCCC4)cn3)c2O1	-1%	?	0	9	12µM*	3%	67%[activator]
N#C/C(=C\c1ccc(F)c(Br)c1)C(=O)NC1CC1	3%	?	42*	30*	97%[activator]	-6%	-21%
Cc1ccc(S(=O)(=O)N2CCOCC2)cc1C(=O)NCc1ccccn1	.	20%	.	.	2%	0%	-10%
CN(C(=O)Oc1ccc(C(=O)c2ccc(Cl)cc2)cc1)c1ccccc1	1%	?	-16	14	-4%	15%	-11%
CC(Oc1ccc(-c2ccccc2)c(F)c1)c1ccn(S(=O)(=O)c2ccc(F)cc2)n1 (stereo not given)	3%	?	23	13	?	1%	-21%
CC1CCCC(NC(=O)CCNC(=O)c2ccc([N+](=O)[O-])cc2)C1C (stereo not given)	-3%	24%	-13	-4	9%	1%	5%
CCOC(=O)c1ccc(Nc2nc(=O)c3cccnc3s2)cc1	4%	38%[activator]	22	22*	3%	0%	-22%
CC(=O)Nc1cc(C(=O)N2CCc3ccccc3C2)ccc1Sc1ccc(Cl)cc1	5%	388%[activator]	-11	-3	0%	-4%	96%[activator]
Cc1cccc(CNCCc2ccccc2)n1	-1%	40%[activator]	-6	0	-3%	6%	0%
COc1ccc(CC(CC(=O)O)C(=O)Nc2ccccc2)cc1 (stereo not given)	0%	-1%	-15	-3	.	4%	-15%
CCCCc1nc(SCCOC)c2c(=O)n(C)c(=O)n(C)c2n1	-2%	-16%	11	-3	?	4%	-31%
O=S(=O)(c1ccc2oc3ccccc3c2c1)N1CCCC1	0%	-20%	-3	-4	?	5%	-31%
C=CCSc1nc2ccsc2c(=O)n1-c1ccccc1	20%	-32%	3	9	-13%	0%	-20%
CCn1cc(C(=O)O)c(=O)c2cc(F)c(N3CCN(C(=S)NC(=O)c4ccccc4Br)CC3)cc21	-2%	5.2µM*	3	3	?	-8%	-1%
CCNc1nc(NC(C)(C)C)nc(N(C#N)CC)n1	5%	?	-19	-1	0%	-3%	-4%
